PKA-R1A act: activators of PKA-R1A holoenzyme, primary screen, biochemical, fluorescence polarization, Cy5-IP20, bovine R1A, mouse PKAc | PKA-R1A dissociation; scaled: DMSO 0%, 113 µM cGMP 100% | activation, % at 11.4 µM | AID 504707, 2011 | 340,000 tested, 0.083% active;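 active = percent activation above the mean of all tested compounds plus 3 SD, cut at about 19% in these data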;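 note: higher means more PKAc released from R1A so a rise in polarization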
HTR5A inv ctr: HTR5A inverse agonists in luminescence cell assay, primary screen, counter-screen for OPRM1-OPRD1 heterodimer inverse agonist project, full-deck HTS; AID 504634, 2011; HTR5A cell line, inverse agonism; inhibition, % at 9.3 µM; 340,000 tested, 0.083% active; 5-hydroxytryptamine receptor 5A (Homo sapiens), P47898; in the data active = inhibition mostly above about 23%, no sharp cut-off; inactive = mostly below about 18%;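 note: 0% = cells with DMSO and 100% = no-cell wells with DMSO; some compounds called inactive have numbers as strong as hits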
V-ATPase pHluor: regulators of yeast V-ATPase proton pumping, primary screen, pHLuorin cytosolic pH fluorescence; S. cerevisiae; response, % at 10 µM; 350,000 tested, 0.37% active; AID 504577, 2011; in the data active = response mostly above about 7.3%, no sharp cut-off; inactive = mostly below about 5.4%; note: actives read high; inactives centre near 0; some compounds called inactive have numbers as strong as hits; reference of the scale not given here
MOR-DOR ag: agonists of OPRM1-OPRD1 heterodimerization, primary screen, cell-based, luminescence; Mu-type opioid receptor (Homo sapiens) + Delta-type opioid receptor (Homo sapiens), …; cells; activation, % at 9.3 µM; 340,000 tested, 0.3% active; AID 504326, 2011; in the data active = activation above about 18%;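 note: 0% = vehicle-treated cells and 100% = reference agonist; values of inactives mirror those of a sister screen read the other way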
Target sequence (P35372 whole entry, looked up): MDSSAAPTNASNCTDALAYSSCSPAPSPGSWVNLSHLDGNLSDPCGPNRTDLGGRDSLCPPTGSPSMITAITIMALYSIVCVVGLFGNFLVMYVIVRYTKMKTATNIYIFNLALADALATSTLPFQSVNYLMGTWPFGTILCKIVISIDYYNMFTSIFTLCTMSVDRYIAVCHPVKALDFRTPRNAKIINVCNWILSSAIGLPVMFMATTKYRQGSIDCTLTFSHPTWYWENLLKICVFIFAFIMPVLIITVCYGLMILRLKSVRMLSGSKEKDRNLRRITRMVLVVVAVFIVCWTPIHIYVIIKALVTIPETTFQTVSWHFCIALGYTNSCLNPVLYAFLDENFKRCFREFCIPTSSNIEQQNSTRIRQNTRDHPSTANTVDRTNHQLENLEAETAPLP
Target sequence (P41143 whole entry, looked up): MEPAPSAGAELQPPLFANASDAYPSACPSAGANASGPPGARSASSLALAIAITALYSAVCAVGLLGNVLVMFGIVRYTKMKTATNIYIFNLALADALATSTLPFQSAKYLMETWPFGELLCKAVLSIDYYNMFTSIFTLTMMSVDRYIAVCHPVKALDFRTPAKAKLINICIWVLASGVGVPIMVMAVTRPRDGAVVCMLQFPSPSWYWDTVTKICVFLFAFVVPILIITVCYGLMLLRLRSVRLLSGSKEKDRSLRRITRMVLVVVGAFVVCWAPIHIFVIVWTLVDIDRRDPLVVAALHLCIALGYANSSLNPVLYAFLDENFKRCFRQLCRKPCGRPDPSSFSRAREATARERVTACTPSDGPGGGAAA
Arrestin-AP2 inh: inhibitors of beta-arrestin/AP2 binding, primary screen, biochemical, GPCR trafficking, flow cytometry; FITC-arrestin peptide / GST-AP2 beads; AP2 beta2 appendage carries R879A mutation; inhibition, % at 10 µM; 340,000 tested, 0.31% active; AID 504490, 2011;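 active = inhibition above a set limit, near 3 SD of compounds lacking own fluorescence, cut at about 54% in these data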;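 note: plate controls were DMSO wells for no effect and 5 µM unlabelled arrestin peptide for full effect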
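System: GST-AP2 R879A glutathione beads. Medium: PBS with 0.05% Tween 20 and 0.1% BSA. Also added: FITC-arrestin peptide, 50 nM. Incubation: 12 min plus 1 h, RT. Measured by: high-throughput flow cytometry of beads, ex 488, em 535 nm. Evaluation: percent drop in bead-associated FITC signal.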
DAGLB inhibitor: DAGLB lipase inhibitors, primary screen, biochemical, fluorescence, HTS. HEK293T DAGLB membrane lysate, EnzChek fluorogenic substrate. inhibition, % at 5.17 µM. 340,000 tested, 0.059% active. Diacylglycerol lipase-beta (Homo sapiens), Q8NCG7; in the data active = inhibition above about 34%;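 note: 0% = enzyme with vehicle and 100% = wells lacking enzyme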
DSG3 Ab inh: inhibitors of pemphigus antibody binding to DSG3, primary screen, biochemical, bead-based, flow cytometry, scFv-GFP; DSG3-coupled beads, scFv-anti-DSG3-GFP binding; active compounds read low; Desmoglein-3 (Homo sapiens), P32926; 310,000 tested, 0.48% active; binding (percent of control), % at 10 µM;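 active = binding more than 3 SD below its plate's average and above zero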;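 note: hits lower antibody fragment binding to DSG3; some compounds called inactive have numbers as strong as hits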
PKA-R2B act: activators of PKA-R2B holoenzyme, primary screen, biochemical, fluorescence polarization, Cy5-IP20, human. cAMP-dependent protein kinase catalytic subunit beta (Homo sapiens) + cAMP-dependent …. PKA-R2B holoenzyme dissociation; R2B truncated from residue 108, S112A mutant; 0% DMSO only, 100% 113 µM cGMP. activation, % at 11.4 µM. 340,000 tested, 0.079% active. AID 504700, 2011;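 active = activation above a cutoff set at the mean over all compounds plus 3 SD, cut at about 18% in these data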;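 note: higher means more holoenzyme dissociation and a rise in polarization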
HTR5A ag: HTR5A agonists in luminescence cell assay, primary screen, counter-screen for OPRM1-OPRD1 heterodimer agonist project, full-deck HTS; cell-based; activation, % at 9.3 µM; 340,000 tested, 0.61% active; AID 504692, 2011; in the data active = activation mostly above about 9.5%, no sharp cut-off; inactive = mostly below about 7.6%;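 note: 0% = cells with vehicle only and 100% = reference agonist; strong numbers were not always called active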
OPRM1-OPRD1 inv: inverse agonists of MOR-DOR heterodimerization, primary screen, cell-based, luminescence; inhibition, % at 9.3 µM; cell-based MOR-DOR heterodimer luminescence, inverse agonism; Mu-type opioid receptor (Homo sapiens) + Delta-type opioid receptor (Homo sapiens), …; 340,000 tested, 0.21% active; in the data active = inhibition above about 22%, passing the limit was not always enough;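 note: 0% = cells with DMSO and 100% = wells without cells with DMSO; values of inactives mirror those of a sister screen read the other way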
The depositor's hits bear a star; . = not tested or not shown.

SMILES | PKA-R1A act | HTR5A inv ctr | V-ATPase pHluor | MOR-DOR ag | Arrestin-AP2 inh | DAGLB inhibitor | DSG3 Ab inh | PKA-R2B act | HTR5A ag | OPRM1-OPRD1 inv
Cc1ccc(C(=O)N2CCC3(CC2)Oc2ccc(F)cc2C(=O)C32CC(c3ccc(Cl)cc3)=NO2)s1 (configuration not stated) | 0 | 15 | -1 | 1.2 | 4 | -7 | 103 | 2 | -2 | -7
Cn1ncc2c1NC(c1ccc(F)cc1)SCC2=O (configuration not stated) | 2 | . | 0 | . | . | 0 | 98 | 0 | . | .
COc1cc(/C=C/C(=O)OCC(=O)NC2CC2)cc(OC)c1OC | 4 | -16 | 0 | 0.2 | -2 | 1 | 103 | -1 | 4 | -1
Nc1nc2ccccc2n1CCOc1ccc(Br)cc1 | -4 | 2 | 0 | 3.8 | 1 | 2 | 132 | -8 | -1 | -19
CC(=O)NC(=S)Nc1ccc2oc(=O)ccc2c1 | 4 | -4 | -4 | -1.9 | -2 | 0 | 107 | -1 | -1 | 10
COc1cc2c(cc1OC)C(c1ccccc1)NC(C)(C)C2 (configuration not stated) | -6 | 4 | -1 | -3.2 | -14 | -2 | 99 | -8 | -1 | 14
COc1ccccc1NC(=O)CSc1nnc(C2CCCCC2)o1 | -7 | -5 | 1 | -1.4 | 23 | 2 | . | -4 | 1 | 8
O=C1CSC(=Nc2ccccc2)N1Cc1ccccc1 | -12 | 9 | 1 | 2.9 | -6 | -6 | 105 | -2 | -3 | -21
CCN1CCN(C(=S)Nc2sc(C)c(-c3ccccc3)c2C(=O)OC)CC1 | -15 | 2 | 0 | 0.3 | 32 | -14 | 107 | -10 | 1 | -2
CCOC(=O)N1CCN(S(=O)(=O)c2ccc(C(=O)N(CCN(C)C)c3nc4ccc(Cl)cc4s3)cc2)CC1 | -5 | -1 | 5 | -0.3 | -6 | -1 | 122 | -7 | 9 | 1
COc1ccc(Br)cc1/C=c1\sc2nc(-c3ccco3)nn2c1=O | 3 | 10 | -6 | -2.4 | 9 | 6 | 90 | 15 | -4 | 12
C(=NOCCc1ccccc1)c1ccccn1 | 5 | -8 | -2 | -2.4 | -1 | -5 | 105 | 10 | 2 | 12
S=C(Nc1ccc(Cl)cc1)N1CCN(C2CCCCC2)CC1 | -10 | 24 | 1 | 2.9 | -5 | 0 | 103 | -12 | -2 | -16
C#CCn1cc(/C=N/NC(=O)COc2cccc3cccnc23)c2ccccc21 | -11 | 16 | -4 | -2.0 | -11 | -1 | 113 | -2 | 3 | 9
COc1ccccc1CCNS(=O)(=O)c1cn(C)c(=O)n(C)c1=O | -4 | -15 | -2 | -0.9 | 0 | 3 | 96 | 0 | 14 | 5
CC(=O)Nc1c(C(=O)O)oc2ccccc12 | 6 | 8 | 1 | -0.9 | -12 | 1 | 97 | 11 | 1 | 5
c1ccc(CNC2=NCCCCC2)cc1 | -13 | 10 | 2 | 3.0 | 27 | 4 | 102 | -14 | -4 | -18
Cc1ccc2c(C)c(C(=O)Nc3c(C)n(C)n(-c4ccccc4)c3=O)oc2c1C | 3 | -27 | 1 | 2.9 | 2 | 3 | 103 | -9 | 10 | -17
CCCCc1nc2cc(C(=O)N3CCC(OC)CC3)ccc2o1 | -2 | -1 | 3 | -1.9 | 35 | -1 | 110 | 4 | 0 | 9
COc1cccc(/C=C/C(=O)NCCc2ccc3c(c2)OCCO3)c1 | 2 | 1 | -1 | -2.2 | -5 | 1 | 112 | 1 | 0 | 12

An excerpt of these results, with values under each structure:
Screens in order – PKA-R1A act, HTR5A inv ctr, V-ATPase pHluor, MOR-DOR ag, Arrestin-AP2 inh, DAGLB inhibitor, DSG3 Ab inh, PKA-R2B act, HTR5A ag, OPRM1-OPRD1 inv
Cc1ccc2c(C)c(C(=O)Nc3c(C)n(C)n(-c4ccccc4)c3=O)oc2c1C
 : 3, -27, 1, 2.9, 2, 3, 103, -9, 10, -17
CCCCc1nc2cc(C(=O)N3CCC(OC)CC3)ccc2o1
 : -2, -1, 3, -1.9, 35, -1, 110, 4, 0, 9
COc1cccc(/C=C/C(=O)NCCc2ccc3c(c2)OCCO3)c1
 : 2, 1, -1, -2.2, -5, 1, 112, 1, 0, 12

(listing goes on)
SMILES | PKA-R1A act | HTR5A inv ctr | V-ATPase pHluor | MOR-DOR ag | Arrestin-AP2 inh | DAGLB inhibitor | DSG3 Ab inh | PKA-R2B act | HTR5A ag | OPRM1-OPRD1 inv
CCN(CCC#N)c1ccc(/C=N/Nc2nc(C)cc(=O)[nH]2)c(C)c1 | -2 | -5 | 5 | -0.7 | -1 | 1 | 90 | -8 | 2 | 5
O=C(Cn1nc(-c2ccccc2)c2ccccc2c1=O)NCC1CCCO1 (configuration not stated) | -9 | -21 | 3 | 0.6 | 13 | -2 | 89 | 3 | 2 | -3
CCOc1cc(N2CCOCC2)c(OCC)cc1NC(=O)COC(=O)CCOc1ccc(C)cc1 | -10 | 4 | 2 | -3.0 | -6 | -1 | 111 | -7 | -2 | 17
CC(NC(=O)c1ccc(NC(=O)CC2SC(N3CCCC3)=NC2=O)cc1)c1ccc(S(N)(=O)=O)cc1 (configuration not stated) | -3 | 17 | -1 | 0.4 | 20 | -2 | 102 | 4 | 2 | -3
O=C(CSc1ccc(-c2ccccn2)nn1)N1CCCC1 | 5 | 26 | 3 | -0.7 | -10 | 1 | 106 | -3 | 3 | 3
CC(OC(=O)CCC(=O)c1cccs1)C(=O)Nc1ccccc1[N+](=O)[O-] (configuration not stated) | -10 | 4 | 3 | -2.1 | 37 | -2 | 97 | -8 | -1 | 10
CC(CC(=O)O)CC(=O)Nc1nncs1 (configuration not stated) | -4 | -6 | 2 | -3.2 | 1 | 1 | 99 | -5 | 2 | 17
CCCCSCCCNC(=O)CCCN1C(=O)c2ccccc2Sc2ncccc21 | -9 | -3 | -3 | -1.6 | 39 | -2 | 98 | -3 | 1 | 7
Cc1cc2nc(SCCOC(=O)Nc3ccccc3)nc(C)c2cc1C | -10 | -12 | 0 | 5.2 | -22 | -14 | 112 | 12 | 4 | -27
CC1Cc2cc(S(=O)(=O)N3CCCCC3C)ccc2N1C(=O)C1CCC1 (configuration not stated) | -6 | -8 | 1 | 0.3 | 41 | -6 | 99 | -5 | -2 | -1
Cc1[nH]c2ccc(C(=O)NC3CCC(C)CC3)cc2c1C (configuration not stated) | 2 | 19 | 2 | 0.3 | 8 | -5 | 112 | -4 | -5 | -2
COc1ccc(N(CC(=O)Nc2ccc3c(c2)OCO3)S(=O)(=O)c2ccccc2)c(OC)c1 | 4 | 5 | -1 | 0.6 | 15 | -3 | 101 | 5 | -1 | -4
CCOC(=O)Cn1c(S(=O)(=O)Cc2ccccc2Cl)nc(-c2ccccc2)c1-c1ccccc1 | 0 | -9 | -3 | -0.8 | -2 | -13 | 96 | 16 | -6 | 4
COc1ccccc1N1CCN(C(=O)c2ccc(-c3nc4ccccc4s3)o2)CC1 | -1 | -23 | 1 | 1.6 | 2 | 13 | 109 | -8 | 9 | -7
Cc1n[nH]c(=O)c2c(NC(=O)COC(=O)c3cccc(OC(F)F)c3)oc(C)c12 | 3 | 22 | 4 | 2.2 | 21 | 0 | 109 | -5 | 2 | -14
CNc1c(NS(=O)(=O)c2ccc3c(c2)CCCC3)c(=O)oc2ccccc12 | 2 | -39 | -7 | 0.7 | -1 | -2 | 104 | 6 | 10 | -4
CC1CCN(CC(=O)N(C)c2c(N)n(Cc3ccccc3)c(=O)[nH]c2=O)CC1 | -7 | -12 | 12 | 0.8 | 45 | 2 | 113 | -14 | -1 | -5
Cc1nc2c(-c3ccccc3)c(C)nn2c(C)c1CCC(=O)N1CCOCC1 | -4 | -7 | 7 | -2.1 | 2 | 1 | . | 8 | 2 | 11
N#Cc1nc(-c2ccccc2)oc1N1CCN(C(=O)c2ccco2)CC1 | -4 | 12 | 2 | -3.1 | -4 | 2 | 111 | 7 | 4 | 17
Cc1c(C(=O)OCC[N+]2(C)CCCCC2)oc2ccccc12 | 9 | 0 | 2 | -4.3 | -8 | 1 | 100 | -13 | 2 | 20
COc1ccc(S(=O)(=O)N(c2onc(C)c2Cl)S(=O)(=O)c2ccc(OC)c(OC)c2)cc1OC | 3 | -3 | 5 | -0.7 | 0 | -1 | 102 | 6 | 7 | 4
COc1ccccc1CCN1CCCC(CN(C)C(=O)CCC(N)=O)C1 (configuration not stated) | -16 | -3 | 5 | -2.0 | 7 | -2 | 103 | -6 | 1 | 10
O=C(c1ccc(COc2ccc(Cl)cc2Cl)o1)N1CCCC1 | 0 | -5 | 1 | -4.1 | 21 | -6 | . | -5 | 1 | 13
CN(C)c1cccc(NC(=O)NC2(C)CCS(=O)(=O)C2)c1 (configuration not stated) | -2 | 2 | -2 | -1.4 | 18 | -1 | . | 1 | 1 | 9
O=C(NC1CCN(S(=O)(=O)c2ccccc2)CC1)C1CCCCC1 | -1 | 5 | 7 | -1.1 | 5 | -2 | 106 | -12 | -4 | 6
Cc1ccc(Cl)cc1NC(=O)CCC(=O)NCc1ccco1 | -6 | 2 | -2 | -3.7 | 2 | 0 | 115 | -8 | 0 | 18
CCCCCOc1ccc(C(=O)OC(C)C(=O)NCc2ccco2)cc1 (configuration not stated) | 7 | -11 | 0 | -0.9 | -5 | -1 | 100 | 2 | 3 | 5
COc1cc(CCC(=O)OCC(=O)Nc2c(F)cccc2F)cc(OC)c1OC | -3 | 3 | -1 | -2.5 | 5 | 2 | . | 0 | -3 | 16
CSc1ccccc1NC(=O)COC(=O)c1ccc(O)cc1 | -9 | 2 | -2 | -2.7 | -14 | -2 | 108 | -5 | -1 | 14
CCOc1ccccc1C(=O)NCC(=O)OCC(=O)c1ccc2c(c1)OCCO2 | 0 | 9 | 0 | -1.0 | -1 | -1 | 104 | -6 | 0 | 6
CCS(=O)(=O)Nc1ccc(C(=O)CC2(O)C(=O)Nc3ccccc32)cc1 (configuration not stated) | 2 | 16 | -2 | -0.6 | -1 | -1 | 129 | 2 | 4 | 4
O=C(COC(=O)c1ccccn1)NCc1cccc(Cl)c1 | -4 | -24 | -3 | 0.4 | 4 | -1 | 106 | 10 | 9 | -2
Cc1onc(-c2c(F)cccc2Cl)c1C(=O)N1CCN(S(C)(=O)=O)CC1 | 3 | -20 | . | -2.2 | 6 | 1 | 96 | -7 | 5 | 11
COC(=O)C(NNc1ccccc1)(NC(=O)c1ccccc1F)C(F)(F)F (configuration not stated) | 9 | -6 | 1 | -1.2 | 26 | -3 | . | 5 | 3 | 7
CCOC(=O)C(=O)Nc1ccccc1C(=O)NC(C)C | -3 | 5 | 1 | -1.3 | -11 | -1 | 109 | -1 | -1 | 7
